Assay outcomes (PubChem)
GPR151 activ – human GPR151 activation; activation, % at 11.2 µM; hit rate 1% among 650,000; Q8TDV0; PathHunter beta-arrestin GPR151 cells, luminescence; AID 1508602; in the data active = activation above about 4.9%;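 note: 0% = median of compound wells and 100% = cells with positive control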
FBW7 act – activators of human E3 ligase FBW7; Q969H0; AlphaScreen FBW7–phospho-cyclin E peptide binding, activator screen; normalized activity (activation), % at 26.1 µM; hit rate 0.13% among 650,000; in the data active = normalized activity above about 1.9%;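 note: purified mutant Fbw7 with reduced substrate affinity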
Target sequence (Q969H0 whole entry, looked up): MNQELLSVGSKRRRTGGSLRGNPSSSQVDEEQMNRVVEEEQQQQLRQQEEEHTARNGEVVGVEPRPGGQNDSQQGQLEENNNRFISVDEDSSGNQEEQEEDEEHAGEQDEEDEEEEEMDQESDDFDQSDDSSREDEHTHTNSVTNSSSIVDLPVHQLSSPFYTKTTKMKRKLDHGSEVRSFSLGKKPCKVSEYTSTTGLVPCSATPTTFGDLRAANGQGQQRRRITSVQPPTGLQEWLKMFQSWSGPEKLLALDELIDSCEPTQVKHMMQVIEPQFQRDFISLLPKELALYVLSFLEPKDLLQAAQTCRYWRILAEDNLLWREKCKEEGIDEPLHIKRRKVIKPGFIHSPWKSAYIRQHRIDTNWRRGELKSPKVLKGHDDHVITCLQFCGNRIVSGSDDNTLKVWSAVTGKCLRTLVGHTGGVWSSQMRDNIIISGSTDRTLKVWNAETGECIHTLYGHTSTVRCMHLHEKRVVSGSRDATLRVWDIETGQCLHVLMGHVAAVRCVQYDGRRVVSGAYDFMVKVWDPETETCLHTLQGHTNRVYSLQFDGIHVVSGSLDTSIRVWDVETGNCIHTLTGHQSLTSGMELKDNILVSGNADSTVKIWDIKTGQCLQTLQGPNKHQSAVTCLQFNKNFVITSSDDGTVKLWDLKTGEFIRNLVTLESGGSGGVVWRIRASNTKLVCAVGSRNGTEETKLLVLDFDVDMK
TEAD-YAP block – TEAD-YAP interaction inhibition; AID 1259422; hit rate 1.4% among 640,000; inhibition, % at 9.12 µM; HEK-TIYL cells, TEAD-Gal4/YAP UAS-luciferase luminescence; in the data active = inhibition above about 32%;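 note: 0% = median of test compound wells and 100% = reference inhibitor wells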
MITF primary – blocks human microphthalmia-associated transcription factor. O75030. inhibition, % at 2.6 µM. hit rate 0.91% among 650,000. AlphaScreen MITF homodimerization, bead proximity signal; in the data active = inhibition above about 50%;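 note: 0% = vehicle wells with protein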
Active calls of the source: *; nt = not tested or not shown; & = joins results of further samples.

Structure	GPR151 activ	FBW7 act	TEAD-YAP block	MITF primary
CCc1nnc(NC(=O)CN2CCN(Cc3ccccc3)CC2)s1	-1.8	0.0	-3	5
COc1ccc(-n2nc3c(c2NC(=O)CCC2CCCC2)CS(=O)(=O)C3)cc1	17*	-0.3	-5	-3
COc1ccc(S(=O)(=O)NNC(=O)Nc2ccc(F)cc2F)c(OC)c1	-0.4	0.0	10	-5
CCOCCCn1c(SCc2nc3ccccc3c(=O)[nH]2)nc2ccccc2c1=O	-0.6	-0.1	-5	2
CSCCCNC(=O)CC1C(=O)NCCN1Cc1ccccc1C(F)(F)F (stereo not drawn)	0.0	-0.2	-1	0
COC(=O)C(NC(=O)c1ccc(C)cc1)(Nc1sc2c(c1C#N)CCC(C)C2)C(F)(F)F (stereo not drawn)	0.5	0.3	1	18
COc1ccccc1-n1c(O)cnc1Nc1nc(C)cc(C)n1	0.6	-0.1	-4	12
CCOC(=O)c1c(NC(=O)CSc2nnc(CNC(=O)c3cc(OC)cc(OC)c3)n2-c2cccc(C)c2)sc2c1CCC2	-0.2	0.0	5	5

Remaining list, next part.
Structure	GPR151 activ	FBW7 act	TEAD-YAP block	MITF primary
Cc1cc(C(=O)N/N=C/c2ccccc2OCC(=O)O)c(C)o1	-0.5	-0.1	0	6
CN(C)CCCN(C(=O)c1ccc2c(c1)OCCO2)c1nc2ccccc2s1	0.1	-0.1	-18	12
CNC(=O)c1ccccc1Nc1cc(Nc2ccc3[nH]nc(C4=CCNCC4)c3c2)ncc1C(F)(F)F	0.7	0.3	-36	2
Cn1nc(C(=O)N2CCCC2)c2c1-c1ccccc1SC2	4.7	0.3	1	7
Oc1ccc(-c2[nH]nc3nc(-c4ccoc4)ccc23)cc1	-0.7	0.8	-21	-14
CCCn1ncc(CN2CCN(Cc3ccc(OC)cc3F)C(CCO)C2)c1C (stereo not drawn)	0.6	0.0	7	13
COc1ccc(NC(=O)COc2cccc3ccccc23)cc1OC	0.5	-0.2	-11	15
CC1CNc2c(cccc2S(=O)(=O)N[C@@H](CCCN=C(N)N)C(=O)N2CC[C@@H](C)C[C@@H]2C(=O)O)C1 (stereo partly drawn)	1.5&4.2&-3.7	0.0&-0.1&0.1	-7&-13	-7&-7&19

(next part)
Structure	GPR151 activ	FBW7 act	TEAD-YAP block	MITF primary
COc1cc(C2C3=C(CC(C)(C)CC3=O)OC3=C2C(=O)CC(C)(C)C3)cc(OC)c1O	-0.9	0.1	0	1
COC(=O)c1c(N)n(-c2ccccc2)c2nc3ccccc3nc12	0.0	0.1	-2	-10
COCCC(=O)NC(C)c1nnc2n1CCN(C/C(C)=C/c1ccco1)CC2 (stereo not drawn)	1.0	-0.1	0	0
Cc1c(N/C=C/C(=O)c2ccc(Cl)c(Cl)c2)c(=O)n(-c2ccccc2)n1C	3.2	0.0	2	20
Cc1ccc(C)c(NC(=O)CN2C(=O)CC(C)Sc3ccccc32)c1 (stereo not drawn)	-0.3	-0.2	9	3
Cn1cnnc1Sc1ccc([C@@H]2C[C@H]3CN(c4ccccc4)C(=O)[C@]34CCCN24)o1	-1.0	0.0	1	8
O=C1COc2cc(S(=O)(=O)N3CCN(Cc4ccccc4)CC3)ccc2N1	0.2	0.0	2	-4
Cc1ccc(C(=O)NCCNc2ccc([N+](=O)[O-])cc2C(F)(F)F)cc1	0.5	-0.1	0	-3

Continued.
Structure	GPR151 activ	FBW7 act	TEAD-YAP block	MITF primary
CNC(=O)c1c(NC(=O)c2cc(=O)c3ccccc3o2)sc2c1CCCCC2	0.8	0.0	13	5
CCOC(=O)CS(=O)(=O)c1ccc(C(=O)NCCc2ccccc2)cc1[N+](=O)[O-]	-0.8	0.0	-9	-5
COCCCNc1nccn2c(-c3cccc(OC)c3)cnc12	-2.2	0.0	12	-18
CCOC(=O)c1ccccc1NC(=O)Cn1c(-c2nonc2N)nc2ccccc21	0.4	0.0	52*	2
C=C(Cl)COc1nc2cc(OC)c(OC)cc2cc1CNCCc1cnn(C)c1	1.9	-0.2	-7	-13
CC1CCC(NCCNC(=O)c2ccco2)CC1 (stereo not drawn)	-0.4	0.1	3	23
C[C@@H]1CN(Cc2ccc3c(c2)CN(Cc2cccc(OCCO)c2)CCO3)C[C@H](C)O1	-0.8	0.1	-1	19
CCCC(O)(CCC)C(=O)NN(C(=O)CCCl)c1ccccc1	-0.9	0.2	-1	13

Arranged by length of the SMILES (smallest number first): some entries from above.
Structure	GPR151 activ	FBW7 act	TEAD-YAP block	MITF primary
COCCCNc1nccn2c(-c3cccc(OC)c3)cnc12	-2.2	0.0	12	-18
CCCC(O)(CCC)C(=O)NN(C(=O)CCCl)c1ccccc1	-0.9	0.2	-1	13
C[C@@H]1CN(Cc2ccc3c(c2)CN(Cc2cccc(OCCO)c2)CCO3)C[C@H](C)O1	-0.8	0.1	-1	19

One compound at a time, as listed above. Order of screens: GPR151 activ, FBW7 act, TEAD-YAP block, MITF primary
Listed for CCCC(O)(CCC)C(=O)NN(C(=O)CCCl)c1ccccc1 : -0.9, 0.2, -1, 13
Listed for CNC(=O)c1c(NC(=O)c2cc(=O)c3ccccc3o2)sc2c1CCCCC2 : 0.8, 0.0, 13, 5
Listed for CC1CCC(NCCNC(=O)c2ccco2)CC1 (stereo not drawn) : -0.4, 0.1, 3, 23
Listed for C=C(Cl)COc1nc2cc(OC)c(OC)cc2cc1CNCCc1cnn(C)c1 : 1.9, -0.2, -7, -13
Listed for COCCCNc1nccn2c(-c3cccc(OC)c3)cnc12 : -2.2, 0.0, 12, -18

Later entries.
Structure	GPR151 activ	FBW7 act	TEAD-YAP block	MITF primary
CCc1ccc(NC(=O)C(=O)NCCN2CCN(C(=O)c3ccc(Br)cc3)CC2)cc1	-1.7	-0.1	-5	2
Clc1cc(NCc2ccccn2)ncn1	0.5	0.1	-6	1
CCCOC(=O)c1ccc(NC(=O)COc2ccc(Br)cc2Br)cc1	0.0	0.1	5	0
CC1CCN(C(=O)C2CC(Cc3ccc(F)cc3)=NO2)CC1 (stereo not drawn)	0.8	0.0	-57	-1
COCCCNC(=O)/C(C#N)=C/c1ccc(-c2ccc(C(=O)O)c(Cl)c2)o1	1.7	-0.1	2	63*
Cc1nc2sccn2c1CN1CCC(CO)(CC2CCCCO2)CC1 (stereo not drawn)	-0.2	0.0	17	2
CCn1cc(C(=O)NCc2ccc(OC)cc2)c(=O)c2ccc(C)nc21	-1.2	-0.1	0	21
CCOC(=O)CN(C)C(=O)c1cc(COc2cccc(C(F)(F)F)c2)on1	-1.2	-0.1	-56	2

Next part:
Structure	GPR151 activ	FBW7 act	TEAD-YAP block	MITF primary
CCCNc1ccc2ncc(-c3ccsc3)n2n1	0.5	0.0	6	-1
CCn1c2cc(C)sc2c2cnn(CC(=O)NC34CC5CC(CC(C5)C3)C4)c(=O)c21	-0.2	-0.1	-1	-16
Cc1ccccc1-n1c(=O)cc(N2CCC3(CC2)OCCO3)[nH]c1=O	-1.8	0.1	-4	-10
CCOC(=O)c1ccc(CN(Cc2ccc(Br)cc2)S(=O)(=O)c2ccc(C(C)(C)C)cc2)cc1	-0.7	0.1	-4	11
Cc1nc2c(-c3ccccc3)c(C)nn2c(C)c1CCC(=O)O	-2.1	0.2	-11	9
NC(=O)c1cc(-c2ccccc2)sc1NC(=O)COC(=O)Cn1cnc2ccccc21	2.5	-0.1	11	8
O=C(c1csc(-n2cccc2)n1)N1CCN(c2ccccc2O)CC1	-1.4	-0.3	2	3
Cc1ccc(-c2cnc(NCc3ccncc3)nc2)cc1	1.4	0.1	-22	2

More entries:
Structure	GPR151 activ	FBW7 act	TEAD-YAP block	MITF primary
CCOC(=O)c1ccc(NC(=O)CSc2nnc(-c3sc(N)nc3C)n2C)cc1	0.8	-0.1	-2	-6
COc1cccc(OC)c1C(=O)c1ccccc1	-0.4	0.0	2	12
CC1=C(C#N)C(c2ccc(C(C)C)cc2)C(C#N)=C(C)N1	9.9*	-0.1	4	-3
O=C(CC1C(=O)NCCN1Cc1ccc(-c2ccccc2)cc1)NCCOc1cccnc1 (stereo not drawn)	-1.0	0.2	13	8
O=c1[nH]c(-c2ccccc2O)nc2ccccc12	0.7	0.0	-1	-9
CCOc1cc(C=O)ccc1OCc1ccc(F)cc1	-1.2	0.2	5	11
Cc1oc(-c2cccs2)nc1CN1CCCC(CO)(Cc2ccccc2)C1 (stereo not drawn)	3.0	0.1	-3	6
Cc1cc(C)nc(N(C)C(=O)CC(C)(C)n2cccc2)n1	3.4	-0.2	2	-9

Following part.
Structure	GPR151 activ	FBW7 act	TEAD-YAP block	MITF primary
CCC(C(=O)Nc1c2c(nn1C(C)(C)C)CS(=O)(=O)C2)c1ccccc1 (stereo not drawn)	-1.0	0.5	-4	5
O=C(Cn1nc(-c2ccc3c(c2)OCCO3)ccc1=O)Nc1ccc(N2CCOCC2)cc1	3.0	0.0	0	6
Cc1c(NC(=S)NC(=O)c2cc3ccccc3o2)cccc1-c1nc2cc(Cl)ccc2o1	-0.9	-0.1	-12	9
N=C(N)SCc1nc2ccccc2c(=O)n1-c1ccccc1	-0.9	-0.1	-19	16
COc1cc(-c2cnn3ccc(NCCO)nc23)cc(OC)c1OC	0.7	-0.1	4	-22
CCOc1cc(/C=C2/NC(=O)N(Cc3ccc(Br)cc3)C2=O)ccc1OCC(=O)O	0.6	0.1	-6	12
CC(=O)NC1=NN(C(C)=O)C(C)(c2ccccc2)S1 (stereo not drawn)	-0.6	-0.2	61*	-4
Nc1cc(=O)[nH]c2nnc(SCc3ccc(Cl)cc3)n12	1.0	-0.2	4	-5

Going on with the list.
Structure	GPR151 activ	FBW7 act	TEAD-YAP block	MITF primary
Cc1cc(C(=O)CSc2nc(N)cc(N)n2)c(C)n1Cc1ccc2c(c1)OCO2	-0.6	0.0	-9	10
CC(C)c1ccc(NC(=O)C(c2ccccc2)N2CCN(C=O)CC2)cc1 (stereo not drawn)	-1.0	-0.1	8	2
Cc1cc(NC(=O)CCN2C(=O)/C(=C\c3ccccc3Cl)SC2=S)no1	0.6	0.0	-16	-1
Cc1cc(C)c2nc(OCC(=O)c3ccc(Br)cc3)oc2n1	1.5	0.1	1	2
O=C(Nc1c[nH]c(=O)[nH]c1=O)c1ccc2c(c1)C(=O)N(N1C(=O)c3ccccc3C1=O)C2=O	0.6	0.0	-3	9
CC(NS(=O)(=O)Cc1ccccc1)c1ccccc1 (stereo not drawn)	-1.3	0.8	1	-4
O=C(Nc1c2c(nn1-c1cccc(Cl)c1)CS(=O)C2)c1ccc(Br)o1 (stereo not drawn)	0.1	0.2	-7	1
CC(NC(=O)CCCCCN1C(=O)c2cccc([N+](=O)[O-])c2C1=O)c1ccccc1 (stereo not drawn)	-0.9	-0.2	13	-10

Carrying on:
Structure	GPR151 activ	FBW7 act	TEAD-YAP block	MITF primary
O=C(/C=C/N1CCOCC1)c1cccnc1	0.1	0.3	-4	5
CN(C(=O)c1cccc(F)c1)c1nnc(C23CC4CC(CC(C4)C2)C3)s1	1.5	0.0	0	-4
Nc1nc(Nc2ccccc2)cc(-c2ccc(N3CCOCC3)nc2)n1	0.5	0.0	-49	6
COc1ccccc1NC(=O)CC1SC(=Nc2ccccc2)N(c2ccccc2)C1=O (stereo not drawn)	0.7	0.3	-1	16
CC(=O)c1c(C)n(-c2ccccc2)c2ccc(OCC(O)CN3CCCCC3)cc12 (stereo not drawn)	-0.3	0.2	12	2
CCCCC/C=C\C=C\C(O)C/C=C\C/C=C\CCCC(=O)O (stereo not drawn)	-0.8	nt	nt	5
Cc1cccc(C(=O)Nc2nc(-c3ccccc3)c(C)s2)c1	1.1	-0.1	-18	4
CC(C)(C)n1nc2c(c1NC(=O)c1ccc(C(=O)c3ccccc3)cc1)CSC2	-1.0	0.0	-4	3
CCCCNC(=O)c1ccccc1NC(=O)c1c(-c2ccccc2)noc1C	0.5	-0.1	20	1
Cc1cccc(NC(=O)c2sc3ncnc(N4CCc5ccccc5C4)c3c2C)n1	1.1	0.2	-8	15

Some values from the list:
For MITF primary, `COc1ccccc1NC(=O)CC1SC(=Nc2ccccc2)N(c2ccccc2)C1=O` (stereo not drawn) has 16
For GPR151 activ, `O=C(/C=C/N1CCOCC1)c1cccnc1` has 0.1
For MITF primary, `CCCCC/C=C\C=C\C(O)C/C=C\C/C=C\CCCC(=O)O` (stereo not drawn) has 5

Retrieved by structure from above, two records:
Structure	GPR151 activ	FBW7 act	TEAD-YAP block	MITF primary
O=C(/C=C/N1CCOCC1)c1cccnc1	0.1	0.3	-4	5
COc1ccccc1NC(=O)CC1SC(=Nc2ccccc2)N(c2ccccc2)C1=O (stereo not drawn)	0.7	0.3	-1	16

No enrichment for hits (roughly 3.5% active in at least one column).
